# High-throughput results from PubChem.
# EBI2 antag – EBI2 receptor antagonists, beta-arrestin recruitment, primary screen, cell-based, luminescence, 7a,25-OHC stimulation, uHTS. 7a,25-OHC stimulated. inhibition, % at 5 µM. hit rate 0.81% among 360,000; in the data active means inhibition above about 38%;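 further: enzyme fragment complementation signal reports receptor beta-arrestin coupling in cells; 0% = agonist plus DMSO wells and 100% = wells without agonist; some results beyond the cut were filed as inactive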
# APJ ag – agonists of human apelin receptor APJ, primary screen, CHO-K1 cells, PathHunter beta-arrestin, luminescence. 0% DMSO wells, 100% apelin. activation, % at 20 µM. hit rate 0.11% among 330,000. AID 2520, 2010;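 active means activation more than six SD over the plate average, tested at 20 µM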;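 further: 0% = DMSO alone and 100% = apelin-13 at 10 nM; some results filed as inactive read as strong as hits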
#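 Assay system: engineered CHO-K1 APJ arrestin reporter cells; Amount: 1000 CHO-K1 reporter cells seeded per well; Dosing: one dose, 20 µM compound, 1% DMSO; Times: compound stimulation 90 min at 25 °C, detection 60 min; Measured by: luminescent beta-gal fragment complementation, chemiluminescent substrate; Read-out: APJ–arrestin association signal; Controls: DMSO vs Apelin-13 10 nM.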
# Mdm2-MdmX inh – inhibitors of human Mdm2-MdmX association, primary screen, cell-based, luminescence, split luciferase, SaOS-2, uHTS. Protein Mdm4 (Homo sapiens) + E3 ubiquitin-protein ligase Mdm2 (Homo sapiens), …. hit rate 3% among 330,000. inhibition, % at 8 µM. SaOS-2 split-luciferase Mdm2/MdmX complementation;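 active means inhibition of at least 50% at 8 µM in the primary screen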
# tim23-1 inh – growth inhibitors of tim23-1 mutant yeast, primary screen, luminescence, uHTS | S. cerevisiae tim23-1 growth, BacTiter-Glo luminescence, 24 h | inhibition, % at 20 µM | hit rate 1.3% among 330,000 | AID 463212, 2010;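 active means growth inhibition of the mutant yeast at or above 50%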;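 further: temperature-sensitive mutant grown at 25 °C; plate controls were DMSO-treated mutant yeast for no effect and medium wells lacking yeast for full effect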
# UPR CHOP act – activators of apoptotic CHOP UPR arm, primary screen, cell-based, CHO-CHOP luciferase reporter, luminescence, uHTS; UPR activation; percent of tunicamycin response over DMSO baseline; activation, % at 10 µM; hit rate 0.34% among 330,000; AID 449763, 2010;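 active means at 10 µM dose, activation of 40% or more, normalized to positive control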;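 further: 100% = tunicamycin at 10 µg/mL and 0% = DMSO alone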
#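 Assay system: CHO-CHOP cells, stable luciferase reporter of PERK-eIF2a-CHOP signalling / Buffer or medium: F12 plus 10% serum / Compound dosing: one dose, 10 µM in 0.5% DMSO / Times: 6 h compound treatment, 37 °C / Technique: luciferase luminescence / Read-out: % reporter activation, DMSO baseline versus tunicamycin full activation / Benchmarks: tunicamycin and DMSO controls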
# APJ antagonist – antagonists of human apelin receptor APJ, primary screen, CHO-K1 cells, beta-arrestin complementation, luminescence; hit rate 0.32% among 330,000; inhibition, % at 20 µM; AID 2521, 2010;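 active means inhibition above about 40% at 20 µM, limit read from the data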;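 further: cells challenged with 10 nM apelin-13 agonist together with compound; plate controls were apelin-13 plus DMSO wells for no effect and DMSO wells lacking apelin-13 for full effect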
# CCR6 antag – CCR6 receptor antagonists, primary screen, cell-based, CHO-K1, luminescence, beta-arrestin, uHTS; C-C chemokine receptor type 6 (Homo sapiens), P51684; CHO-K1 CCR6 PathHunter beta-arrestin, CCL20-stimulated; inhibition, % at 20 µM; hit rate 0.49% among 340,000;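 active means compounds whose inhibition of the agonist-driven luminescence signal at 20 µM reaches about 50%, limit read from the data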;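 further: cells stimulated with CCL20 at 14 nM final; plate controls were DMSO with CCL20 for no effect and DMSO without agonist for full effect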
# CXCR6 inh – CXCR6 receptor inhibitors, primary screen, cell-based, beta-arrestin, luminescence, CHO-K1 PathHunter, 1536-well; inhibition, % at 20 µM; hit rate 0.36% among 360,000; in the data active means inhibition above about 34%, passing the limit was not always enough;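 further: antagonist mode with CXCL16 agonist at 10 nM final; 0% = 10 nM CXCL16 with DMSO and 100% = unstimulated wells without agonist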
# Target sequence (O00574 whole entry, looked up): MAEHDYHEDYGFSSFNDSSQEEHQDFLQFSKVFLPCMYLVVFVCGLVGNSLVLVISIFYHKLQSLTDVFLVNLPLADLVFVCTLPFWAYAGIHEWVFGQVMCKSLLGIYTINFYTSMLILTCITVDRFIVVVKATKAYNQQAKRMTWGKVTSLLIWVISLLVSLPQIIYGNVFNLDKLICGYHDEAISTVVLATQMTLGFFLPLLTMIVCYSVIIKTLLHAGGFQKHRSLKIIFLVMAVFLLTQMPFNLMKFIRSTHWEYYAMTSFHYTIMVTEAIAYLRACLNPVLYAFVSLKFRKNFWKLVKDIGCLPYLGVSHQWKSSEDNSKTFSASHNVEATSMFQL
# UPR XBP1 act – activators of adaptive XBP1 UPR arm, primary screen, cell-based, CHO-XBP1 luciferase reporter, luminescence, uHTS | AID 463104, 2010 | hit rate 0.33% among 330,000 | activation, % at 20 µM | IRE1-XBP1 UPR activation; percent of tunicamycin response, DMSO as zero;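 active means versus positive control, 20 µM dose yields 30% or more activation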;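 further: 100% = tunicamycin at 10 µg/mL and 0% = DMSO only wells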
#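 Assay system: CHO-XBP1 luciferase reporter cells; Schedule: 6 h treatment, 37 °C; Detection: glow luminescence from Steady-Glo reagent; Benchmarks: high control tunicamycin 10 µg/mL final, low control DMSO vehicle only.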
# * = called active by the depositor. A portion of the library (hit frequency here may not be typical).
1: Cc1ccc(C2(C)NC(=O)N(CC(=O)Nc3nc(-c4ccccn4)cs3)C2=O)cc1 (configuration not stated)
2: COc1ccccc1-n1cnnc1SC(C)C(=O)NCC1CCCO1 (configuration not stated)
3: CCOc1cc(C(N)=O)cc(Br)c1OC
4: N#C/C(=C\c1ccc(-c2ccccc2)o1)C(=O)Nn1cnnc1
5: O=C(NC(Cc1ccccc1)C(=O)O)/C(=C\c1ccc(Cl)cc1)NC(=O)c1ccco1 (configuration not stated)
6: Cc1cc(NC(=O)CSc2nnnn2-c2ccc(C(C)C)cc2)no1
7: Cc1nn(C)c(Cl)c1CN1CCN(CC(C)C)C(CCO)C1 (configuration not stated)
8: CCOC(=O)C1(Cc2cccc(Cl)c2)CCCN(C(=O)CCC(=O)N(C)C)C1 (configuration not stated)
Screen / compound no.	1	2	3	4	5	6	7	8
EBI2 antag	-6	-5	6	-3	-11	-8	-15	-2
APJ ag	2	-2	1	-1	-5	-2	-2	-3
Mdm2-MdmX inh	59*	14	20	2	-5	18	13	5
tim23-1 inh	-3	-4	9	12	3	11	4	4
UPR CHOP act	0.9	-0.9	0.2	-0.9	-1.4	-0.5	-1.8	1.7
APJ antagonist	2	3	4	-2	12	12	-33	5
CCR6 antag	-1	-3	0	2	-5	22	11	8
CXCR6 inh	4	2	-5	11	3	-5	-10	1
UPR XBP1 act	-4	-1	0	2	0	-2	-1	0

9: OC1(CC#CCN2CCCCC2)c2ccccc2-c2ccccc21
10: CCCOc1ccc(C(=O)NCC(c2ccco2)N(C)C)cc1OC (configuration not stated)
11: CC(C)(C)C(=O)CSc1ccc(S(=O)(=O)N2CCN(Cc3ccccc3)CC2)cn1
12: Nc1[nH][nH]c(=O)c1N=Nc1cccc(Cl)c1
13: COc1cc(/C=C2\C(=O)N(c3ccc(S(N)(=O)=O)cc3)N=C2C)ccc1OC(=O)c1ccco1
14: COc1cc(C(=S)N2CCOCC2)cc(OC)c1OS(=O)(=O)c1ccc(NC(C)=O)cc1
Screen / compound no.	9	10	11	12	13	14
EBI2 antag	4	-4	-2	13	-3	-6
APJ ag	1	3	-4	-3	-3	0
Mdm2-MdmX inh	1	-15	0	7	25	18
tim23-1 inh	5	13	39	18	4	-6
UPR CHOP act	3.1	2.0	-1.4	3.9	0.0	0.3
APJ antagonist	-5	6	7	14	12	-3
CCR6 antag	7	9	21	22	13	4
CXCR6 inh	-4	-2	10	14	-2	-4
UPR XBP1 act	-1	-2	0	-1	-1	-1

# Ten consecutive compounds out of the list so far, for reference:
5: O=C(NC(Cc1ccccc1)C(=O)O)/C(=C\c1ccc(Cl)cc1)NC(=O)c1ccco1 (configuration not stated)
6: Cc1cc(NC(=O)CSc2nnnn2-c2ccc(C(C)C)cc2)no1
7: Cc1nn(C)c(Cl)c1CN1CCN(CC(C)C)C(CCO)C1 (configuration not stated)
8: CCOC(=O)C1(Cc2cccc(Cl)c2)CCCN(C(=O)CCC(=O)N(C)C)C1 (configuration not stated)
9: OC1(CC#CCN2CCCCC2)c2ccccc2-c2ccccc21
10: CCCOc1ccc(C(=O)NCC(c2ccco2)N(C)C)cc1OC (configuration not stated)
11: CC(C)(C)C(=O)CSc1ccc(S(=O)(=O)N2CCN(Cc3ccccc3)CC2)cn1
12: Nc1[nH][nH]c(=O)c1N=Nc1cccc(Cl)c1
13: COc1cc(/C=C2\C(=O)N(c3ccc(S(N)(=O)=O)cc3)N=C2C)ccc1OC(=O)c1ccco1
14: COc1cc(C(=S)N2CCOCC2)cc(OC)c1OS(=O)(=O)c1ccc(NC(C)=O)cc1
Screen / compound no.	5	6	7	8	9	10	11	12	13	14
EBI2 antag	-11	-8	-15	-2	4	-4	-2	13	-3	-6
APJ ag	-5	-2	-2	-3	1	3	-4	-3	-3	0
Mdm2-MdmX inh	-5	18	13	5	1	-15	0	7	25	18
tim23-1 inh	3	11	4	4	5	13	39	18	4	-6
UPR CHOP act	-1.4	-0.5	-1.8	1.7	3.1	2.0	-1.4	3.9	0.0	0.3
APJ antagonist	12	12	-33	5	-5	6	7	14	12	-3
CCR6 antag	-5	22	11	8	7	9	21	22	13	4
CXCR6 inh	3	-5	-10	1	-4	-2	10	14	-2	-4
UPR XBP1 act	0	-2	-1	0	-1	-2	0	-1	-1	-1
